# LGR2 antag: inhibitors of bursicon-induced LGR2 CRE-luciferase signal, primary screen, cell-based, HEK293, CRE-luciferase reporter, bursicon stimulation; AID 720647, 2013; Drosophila bursicon receptor LGR2 (rickets); 380,000 compounds, 0.35% hits; bursicon-stimulated, 4 h; inhibition, % at 9.99 µM;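 active = drop in luminescence signal, shown as inhibition above about 50% in the replicate tests, limit read from the data, passing the limit was not always enough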;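 note: agonist challenge used bursicon conditioned medium at about half maximal strength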
# CASP6 VEID inh: human caspase-6 inhibitors, primary screen, biochemical, VEID-R110 fluorescence, single point, set 2; inhibition, % at 12.5 µM; 350,000 compounds, 0.53% hits; P55212; purified caspase-6, Z-VEID-R110 cleavage fluorescence;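 active = mean inhibition across replicates at least about 35%, with every replicate also reaching that limit, limit read from the data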;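 note: 0% = median of neutral control wells and 100% = no fluorescence left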
# Target sequence (P55212 24-179 limits assumed): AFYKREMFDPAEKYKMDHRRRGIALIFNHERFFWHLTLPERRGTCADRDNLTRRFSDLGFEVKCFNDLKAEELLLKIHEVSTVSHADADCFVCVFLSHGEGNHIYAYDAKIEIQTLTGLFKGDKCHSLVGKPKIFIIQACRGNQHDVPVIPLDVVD
# Target sequence (P55212 194-293 limits assumed): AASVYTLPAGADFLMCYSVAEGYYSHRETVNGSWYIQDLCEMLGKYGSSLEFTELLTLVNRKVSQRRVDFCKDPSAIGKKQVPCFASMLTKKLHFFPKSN
# PGC1a acetyl inh: inhibitors of PGC1a acetylation signal, primary screen, cell-based, U2OS, AlphaScreen, inhibitor mode; AlphaScreen anti-acetyl-lysine; with virally co-expressed GCN5 acetyltransferase; inhibition, % at 15.6 µM; 350,000 compounds, 0.17% hits; AID 651687, 2012;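 active = every replicate shows inhibition of at least 40%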;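 note: 0% = neutral control wells and 100% = positive control wells; some results beyond the cut were filed as inactive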
# Cneo AK release: Cryptococcus neoformans cell lysis inducers, primary screen, AK release luminescence, single concentration. C. neoformans lysis, adenylate kinase release luminescence, 4 h; normalised: neutral wells 0, clomiphene wells 100. lysis activity, % at 15 µM. 360,000 compounds, 0.2% hits;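 active = mean lysis activity across replicates of at least 80%, whatever share of replicates individually reach that level; inactive = mean lysis activity below 80%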
#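 Assay system: log-phase C. neoformans yeast / Quantity: yeast cell density of 5 × 10^6 cells/mL / Medium: fresh YPD growth medium / Compound: single dose / Timing: static 4 h at 37 °C with compound, 1 h detection / Measured by: adenylate kinase release luminescence / Read-out: lysis from increased AK signal / Benchmarks: Clomiphene as positive lysis control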
# PAX8 reporter: inhibitors of PAX8-driven TPO luciferase reporter, primary screen, RMG-I cells, single concentration. SteadyGlo, 24 h. inhibition, % at 12.6 µM. 360,000 compounds, 1.2% hits. AID 652154, 2013;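 active = mean replicate inhibition at least 60% with every replicate also reaching 60%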;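 note: luciferase light reporting Pax8 driven TPO promoter activity; plate controls were median of neutral control wells for no effect and mitoxantrone controls for full effect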
# FN deposition inh: inhibitors of fibronectin matrix deposition, primary screen, AH1F cells, Alexa488-fibronectin fluorescence, plate reader | inhibition, % at 12.6 µM | 350,000 compounds, 0.086% hits | AH1F fibroblasts, overnight;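 active = mean inhibition across replicates of 30% or more, regardless of how many single replicates reach that level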;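 note: positive control wells lacked labelled fibronectin entirely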
#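 Material: AH1F fibroblast monolayer depositing Alexa488-labelled fibronectin into matrix / Amount: 10000 AH1F cells per well / Signal: fluorescence 485/525 nm / Medium: DMEM, 2% serum / Compound: single dose, pinned / Incubation: 1 h cell adhesion before compound, then overnight fibronectin incubation / Reagent: Alexa488-FN, 24 nM final / Read-out: inhibition of fibronectin deposition signal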
# EWS-Fli inh: EWS/Fli-driven NR0B1 reporter inhibitors, primary screen, A673 cells, NR0B1 luciferase, luminescence, MLPCN library; viability-normalised; AID 651661, 2012; 350,000 compounds, 0.67% hits; inhibition, % at 12.6 µM;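 active = mean inhibition of at least 50% after viability correction, with every replicate also passing that limit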;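 note: firefly luciferase signal divided by Alamar Blue viability fluorescence both relative to DMSO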
# miR-122 sensor: miR-122 Renilla sensor signal increase in Huh7, primary screen, miR-122 inhibitor project, cell-based, single point, plate reader. 340,000 compounds, 0.3% hits. Huh7 miR-122 Renilla luciferase sensor, 48 h; neutral wells = 0, positive control = 100. activation (reporter increase), % at 12.5 µM;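 active = mean replicate activation score at least 90 and every replicate individually at or above 90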;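 note: higher luciferase means less miR-122 activity so hits act as miR-122 inhibitors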
# Numbers without * were called inactive; / = not tested or not shown; & = joins results of further samples; [ ] = another dose, or the depositor's remark.
SMILES,LGR2 antag,CASP6 VEID inh,PGC1a acetyl inh,Cneo AK release,PAX8 reporter,FN deposition inh,EWS-Fli inh,miR-122 sensor
CCOc1ccc(C(=O)Nc2nnc(S(=O)(=O)Nc3ccccc3C)s2)cc1,7,-2,-25,-1,0,-1,13,5
O=C(CSc1ncn[nH]1)Nc1ccc2c(c1)OCCO2,/,/,5,0,/,-4,/,3
Cc1cc(C(=O)N/N=C/c2ccc3c(c2)OCO3)c(C)n1-c1ccc(F)cc1,-19,0,/,/,9,-10,-7,/
O=C(c1ccc(F)cc1)N1C[C@@H]2[C@H](c3ccccc31)[C@H](CO)N2C(=O)c1ccccc1,-2,0,0,-5,-9,13,-1,-30[16.7 µM]
COCCNC(=O)C1(C)CCCN(C(=O)c2ccc(N(C)C)cc2)C1 (centres undefined),8,1,3,0,14,0,-6,-1
O=C(COc1ccc(-c2ccccc2)cc1)NNC(=O)Nc1ccccc1,15,1,-2,1,-29,-17,1,9
CCN(CC(=O)NCc1cccs1)C(=O)COc1ccc(C(C)=O)cc1,3,-2,-1,0,-13,-8,3,-5
Clc1ccc2c(NCc3cccs3)ncnc2c1,-3,2,-10,-4,14,7,20,6
COc1ccc(NC(=O)CN(C)C(=O)c2cccc(S(=O)(=O)N3CCCc4ccccc43)c2)cc1,10,1,-3,-1,31,2,6,62
CC1CCC2C(=O)N(c3cccc(C(=O)Nc4ccccc4Cl)c3)C(=O)C2C1 (centres undefined),3,-4,-25,-1,-18,-10,6,0
C[C@@H]1CN([C@@H](C)CO)C(=O)c2cccc(NC(=O)C3CCOCC3)c2O[C@H]1CN(C)C(=O)Nc1ccc(F)cc1,-16,1,-2,-6,-4,/,1,1[16.7 µM]
CCOC(=O)c1cnc(SCc2ccccc2)nc1N,/,/,-8,-2,/,-6,/,-12
CC(NS(=O)(=O)c1cc(C(F)(F)F)ccc1Cl)C(=O)N(C)C1CCN(C)CC1 (centres undefined),-7,-15,-1,-3,-7,4,6,-5
Cc1ccc(S(=O)(=O)NCCN2CCOCC2)s1,16,-3,-4,-1,5,4,-2,-1
COc1cc(/C=C/C(=O)O)cc(S(=O)(=O)NCC2CCCO2)c1OC (centres undefined),3,0,-7,-4,4,6,-10,3
COc1cc(OC)cc(OCC(O)Cn2cnc3cc(C)c(C)cc32)c1 (centres undefined),/,2,-10,1,10,0,8,1
O=C(COc1ccc(S(=O)(=O)N2CCOCC2)cc1)Nc1ccc(Br)cc1,-8,1,6,0,-5,-3,19,1
N/C(=N\N=C\c1ccc2c(c1)OCO2)c1nonc1N,3,-1,/,/,-75,-7,6,/
COc1ccc(C2(C(=O)NCC3CCCO3)CCOCC2)cc1 (centres undefined),/,/,-8,-2,4,5,/,-7
O=C(CSc1n[nH]c(-c2ccncc2)n1)Nc1ccc(F)cc1,15,1,16,-2,-3,4,-6,-3
O=C(NCc1ccco1)c1ccc(COCC(F)(F)F)cc1,8,/,0,1,/,4,/,-1
CCN(CC)CCOC(=O)/C=C/c1ccccc1,-3,4,/,/,-7,8,1,/
O=C(c1cccc([N+](=O)[O-])c1)N1CCN(Cc2ccccc2)CC1,6,/,6,1,7,12,7,1
Cc1ccc(NC(=O)/C(=C/C=C/c2ccccc2)NC(=O)c2ccccc2)cc1,2,-3,/,/,-13,-5,-3,/
CCn1nnc(NC(=O)c2cc(Cl)c(OC)c(Cl)c2)n1,/,/,-42,-1,/,-1,/,0

# Ordered by molecular weight (smallest number first): part of the list above.
SMILES,LGR2 antag,CASP6 VEID inh,PGC1a acetyl inh,Cneo AK release,PAX8 reporter,FN deposition inh,EWS-Fli inh,miR-122 sensor
CCN(CC)CCOC(=O)/C=C/c1ccccc1,-3,4,/,/,-7,8,1,/
COc1cc(/C=C/C(=O)O)cc(S(=O)(=O)NCC2CCCO2)c1OC (centres undefined),3,0,-7,-4,4,6,-10,3
Cc1cc(C(=O)N/N=C/c2ccc3c(c2)OCO3)c(C)n1-c1ccc(F)cc1,-19,0,/,/,9,-10,-7,/
Cc1ccc(NC(=O)/C(=C/C=C/c2ccccc2)NC(=O)c2ccccc2)cc1,2,-3,/,/,-13,-5,-3,/

# Going on with the list:
SMILES,LGR2 antag,CASP6 VEID inh,PGC1a acetyl inh,Cneo AK release,PAX8 reporter,FN deposition inh,EWS-Fli inh,miR-122 sensor
Cc1ccc(C(=O)Nc2ccc(CN3CCS(=O)(=O)CC3)cc2)cc1C,-26,-1,12,/,-98,2,-60,-5
COc1ccc(NC(=O)N(C)C[C@@H]2Oc3ccc(NC(=O)C4CC4)cc3CC(=O)N([C@H](C)CO)C[C@@H]2C)cc1,-11,1,-8,-3,12,/,-6,6[16.7 µM]
O=C1CCCN1CCC1CCCCN1Cc1nc(COc2ccccc2)no1 (centres undefined),-5,2,0,-1,5,-6,1,0
C/C=C/c1ccc([C@H]2[C@@H](CO)N3CCCCN(C(=O)Nc4ccc(F)cc4)C[C@H]23)cc1,8,2,-9,4,4,/,12,-4[16.7 µM]
COc1ccc(CN(CC2CCCO2)C(=O)CN2C(=O)COc3ccccc32)cc1OC (centres undefined),/,/,-5,0,16,-7,/,5
COCOc1cccc(CN2CCC(C)(Oc3cccc(OC)c3)C2)c1 (centres undefined),10,-4,/,0,-9,/,-4,/
CO[C@@H]1CN(C)C(=O)c2ccc(NC(=O)C3CC3)cc2OC[C@H](C)N(C(=O)C2CCCCC2)C[C@@H]1C,2,0,5,8,/,-8,5,3[16.7 µM]
O=C(COC(=O)c1cc(=O)[nH]c2ccccc12)NC(=O)c1ccccc1,-4,-3,4,-1,9,/,-2,-4
CC1CCCN(C(=O)Cn2nnc(-c3ccc(F)cc3)n2)C1 (centres undefined),3,2,-4,/,-14,-4,-4,1
CO[C@@H]1CN(C)C(=O)c2ccc(NC(=O)c3ccccc3F)cc2OC[C@H](C)N(CC2CC2)C[C@@H]1C,-7,-2,-2,-5,/,-7,6,22[16.7 µM]
O=C(Cn1nnc(-c2ccccc2Cl)n1)N1CCCCC1,-31,1,2,-3,-130,-2,-87,3
O=C1C2C3C=CC(C3)C2C(=O)N1c1ccc(N2CCN(c3ccccn3)CC2)c([N+](=O)[O-])c1 (centres undefined),1,3,4,-1,12,-1,19,3
CCn1c2ccccc2c2cc(NC(=O)c3ccc(Br)o3)ccc21,/,/,1,4,2,-2,/,-2
O=C(CNC(=O)c1ccc(F)cc1)N/N=C/c1cn[nH]c1-c1ccccc1,3,2,/,/,4,1,9,/
Cn1cc(SCC(=O)N2CCN(c3ccccc3)CC2)c2ccccc21,0,-2,1,1,8,10,-5,2
CCCNC(=O)c1ccc(N(Cc2ccccc2)S(C)(=O)=O)cc1,9,-1,3,8,/,/,3,1
CC1=NC2=CC=CC3=NC(C(Cl)(Cl)Cl)=NC(=N1)N23,15,0,/,/,7,3,4,/
O=C(CSc1ccccc1C(=O)O)c1ccc([N+](=O)[O-])cc1,31,9,/,/,16,9,8,/
C[C@@H]1CCCCO[C@H](CN(C)C(=O)Cc2ccccc2)[C@@H](C)CN([C@H](C)CO)C(=O)c2cc(N(C)C)ccc2O1,-8&0,0&8,2&7,0&0,-26&-13&4,2,0&0,-2
CC(C)C#Cc1ccc2c(c1)O[C@H](CN(C)C(=O)NC(C)C)[C@@H](C)CN([C@H](C)CO)S2(=O)=O,-4,-1,-13,3,-19,/,12,73[16.7 µM]
Cc1ccsc1/C=N/NC(=O)CO,3,/,/,3,-6,5,/,/
O=C(Nc1nnc(CCc2ccccc2)s1)c1ccco1,/,/,1,8,/,5,/,0
COc1ccc(CSC2=C(C#N)C(=O)NC3(CCCCC3)S2)cc1,-15,6,7,-3,0,2,5,/
O=c1cc(-c2ccccc2)nc2c(-c3ccccc3)c(C(F)(F)F)[nH]n12,0,-4,1,-1,4,-6,13,0
O=S(=O)(NCC1CCCO1)c1ccc(S(=O)(=O)N2CCc3ccccc3C2)cc1 (centres undefined),/,/,-11,-2,/,13,/,29

# Only EWS-Fli inh, FN deposition inh and PGC1a acetyl inh, for four of the compounds above:
canonical_smiles,EWS-Fli inh,FN deposition inh,PGC1a acetyl inh
O=C1C2C3C=CC(C3)C2C(=O)N1c1ccc(N2CCN(c3ccccn3)CC2)c([N+](=O)[O-])c1 (centres undefined),19,-1,4
CCn1c2ccccc2c2cc(NC(=O)c3ccc(Br)o3)ccc21,/,-2,1
O=C(CNC(=O)c1ccc(F)cc1)N/N=C/c1cn[nH]c1-c1ccccc1,9,1,/
Cn1cc(SCC(=O)N2CCN(c3ccccc3)CC2)c2ccccc21,-5,10,1

# No new results follow: an excerpt of the list.
SMILES,LGR2 antag,CASP6 VEID inh,PGC1a acetyl inh,Cneo AK release,PAX8 reporter,FN deposition inh,EWS-Fli inh,miR-122 sensor
Cc1ccc(C(=O)Nc2ccc(CN3CCS(=O)(=O)CC3)cc2)cc1C,-26,-1,12,/,-98,2,-60,-5
COc1ccc(NC(=O)N(C)C[C@@H]2Oc3ccc(NC(=O)C4CC4)cc3CC(=O)N([C@H](C)CO)C[C@@H]2C)cc1,-11,1,-8,-3,12,/,-6,6[16.7 µM]

# (continued)
SMILES,LGR2 antag,CASP6 VEID inh,PGC1a acetyl inh,Cneo AK release,PAX8 reporter,FN deposition inh,EWS-Fli inh,miR-122 sensor
COc1ccc(NC(=O)N(C)C[C@H]2Oc3cc(C#CCN(C)C)ccc3S(=O)(=O)N([C@@H](C)CO)C[C@H]2C)cc1,-3,-2,6,0,/,7,-4,20[16.7 µM]
C[C@H](CO)N1C[C@H](C)[C@@H](CN(C)Cc2ccc(-c3ccccc3)cc2)Oc2c(NC(=O)CCCCCC(=O)Nc3ccccc3N)cccc2C1=O,-50,1,-29,/,37,/,-1,/
O=C(NC(NNc1ccc([N+](=O)[O-])cc1)(C(F)(F)F)C(F)(F)F)c1ccc(Cl)cc1,/,/,/,-4,-7,-8,/,4
CCCOc1ccc(S(=O)(=O)NCCCN2CCOCC2)c2ccccc12,-8,/,-11,5,/,/,/,44
COc1cc(NC(=O)Cc2ccc(Cl)cc2)ccc1NC(=O)c1ccco1,/,/,-17,0,/,-8,/,3
O=C1c2ccccc2C(Nc2ccc(F)cc2F)N1CCN1CCOCC1 (centres undefined),-15,0,/,3,6,2,-11,/
CCOc1ccc(C(=O)NC2CC3CCCC(C2)N3CC(C)C)cc1 (centres undefined),44,0,/,/,-15,-7,-7,-2
C[C@@H]1CCCCO[C@H](CN(C)Cc2ccc(C(=O)O)cc2)[C@@H](C)CN([C@H](C)CO)C(=O)c2cc(NC(=O)NC3CCCCC3)ccc2O1,2,0,13,4,-14,/,-12,0[16.7 µM]
COc1ccc(C(=O)Nc2nnc(SCC(=O)NCc3ccco3)s2)cc1OC,-8,3,-4,4,5,/,/,0

# Bioassay records deposited in PubChem by Broad Institute.
